Compound activity from PubChem.
NCI-60 one-dose screen, 48 h, at 10 µM unless noted. Numbers give growth in % (100 = growth as untreated, 0 = no growth, -100 = all killed).
A498 – A498 renal cancer cells | 76,000 compounds, 5.4% hits | AID 1794774
NCI-H226 – NCI-H226 lung cancer | AID 1794732 | 79,000 compounds, 3.5% hits
NCI-H522 – NCI-H522 lung cancer; AID 1794739; 78,000 compounds, 8% hits
COLO 205 – COLO 205 colon cancer. 79,000 compounds, 7.3% hits
NCI-H23 – NCI-H23 lung cancer | 80,000 compounds, 4% hits
HT29 – HT29 colon cancer; 81,000 compounds, 7.4% hits
NCI-H460 – NCI-H460 lung cancer | 82,000 compounds, 6.8% hits
NCI-H322M – NCI-H322M lung cancer; 80,000 compounds, 2.7% hits; AID 1794733
RXF 393 – RXF 393 renal cancer cells | 77,000 compounds, 6.9% hits | AID 1794773
Starred values were filed as active, the others as inactive; . = no result given; & = joins results of further samples. The calls were made as follows: active = growth percent below 10; inactive = the rest.

molecule	RXF 393	NCI-H522	NCI-H460	NCI-H226	NCI-H322M	NCI-H23	HT29	COLO 205	A498
COc1ccc(C(=O)C[n+]2cn(CC(=O)Nc3cccc4cccnc34)c3ccccc32)cc1	94	44	98	92	97	84	64	51	94
O=c1cc(Cl)c(=O)[nH][nH]1	107&121	101&99	105&101	102&102	112&120	109&113	101&106	113&104	77&96
CC(=O)OCC(=O)[C@H]1CC[C@H]2C3=CC=C4C[C@@H](OC(C)=O)CC[C@]4(C)C3=CC[C@]12C	107	102	107	87	108	105	108	97	102
C[C@@H]1O[C@H](Oc2c(-c3ccc(O)c(O)c3)oc3cc(O)cc(O)c3c2=O)[C@H](O)[C@H](O)[C@H]1O	.	101	113	103	101	104	111	116	99
O=c1ccc2ccccc2c2ccccc12	95	68	105	100	94	95	103	106	121
CCOC(=O)CCN1CCN(c2cccc(C)c2)CC1	112	106	111	98	107	97	112	109	104
COc1ccc(/C=C2\COc3ccc(O)cc3C2=O)cc1	115	38	104	104	100	109	80	110	110
CC12CCC3C4(C)COC(c5ccc([N+](=O)[O-])cc5)OC4CCC3(C)C1CC(C1=CCOC1=O)O2 (stereo unspecified)	97	69	96	70	100	78	88	95	71
COC(=O)c1cccc([N+](=O)[O-])c1Br	103	71	100	97	105	101	95	99	97
CN=C(NC)c1ccc(NC(=O)c2ccc(C(=O)Nc3ccc(C(=NC)NC)cc3)cc2)cc1	149	100	103	96	114	101	99	117	119
CN(C)c1ccc(/C=N/N=C(\C#N)[S][Sn]([Cl])([c]2ccccc2)[c]2ccccc2)cc1	-86*	-81*	84	-69*	84	29	19	-52*	32
CC1(C)NC(=O)CC[C@]2(C)[C@H]3CC=C4[C@@H]5C[C@@](C)(C(N)=O)CC[C@]5(C)CC[C@@]4(C)[C@]3(C)CC[C@@H]12	105	78	100	92	89	100	97	110	122
Nc1nc(N)c(N=Nc2ccc(S(=O)(=O)Nc3ncccn3)cc2)c(=O)[nH]1	123	105	112	112	132	108	103	98	122
NC(=O)CC1C=C(Br)C(=O)C(Br)=C1	100	.	113	103	94	107	110	161	92
COc1cc(CN2C(=O)Cc3ccccc3-n3nc(C(C)(C)C)cc32)cc(OC)c1OC	121	92	103	101	95	86	112	110	97
O=C(CCCCCC1CCCCC1)OCCCl	110	94	101	102	92	97	106	96	94
CN1CCN(C(=O)[C@]23CCC(C)(C)C[C@H]2C2=CC[C@@H]4[C@@]5(C)CC[C@H](OC(=O)c6cccnc6)C(C)(C)[C@@H]5CC[C@@]4(C)[C@]2(C)CC3)CC1	97	67	62	72	91	75	51	72	.
CNC(=O)c1cc(-n2ccc3cc(NC(=O)Nc4ccc(N5CCN(C)CC5)c(C(F)(F)F)c4)ccc32)ccn1	-28*	101	60	96	85	89	0.8*	91	88
Cc1nc2ccccc2c(=O)o1	112	99	96	97	106	100	105	114	92
c1ccc(Cc2cccc[n+]2C(c2ccccc2)c2ccccc2)cc1	93	10	66	75	78	38	32	24	90
COC12CCCC3(OCCO3)C1C(Cl)C2Cl (stereo unspecified)	109	.	106	97	101	100	105	109	121
COC(=O)C(CC(=O)c1ccccc1)C(c1ccccc1)[N+](=O)[O-] (stereo unspecified)	104	83	103	97	105	98	99	111	96
COc1ccc2nc(NCN3N=C(C)CC3=O)sc2c1	.	21	24	85	64	99	93	111	83
O=C(O)c1ccccc1-c1ccc([N+](=O)[O-])cc1Cl	104	96	99	99	.	96	107	111	101
O=C(CC(=O)c1ccccn1)c1ccccc1	78	101	54	79	79	85	77	98	87
O=c1[nH]nc(Cn2nc(-c3ccccc3)ccc2=O)o1	94	70	100	97	104	95	110	114	97
COc1ccc(C2=NN(C(C)=O)C(c3cccc(NS(C)(=O)=O)c3)C2)cc1 (stereo unspecified)	.	91	103	108	96	98	106	126	109
O=C(NCCN1CCOCC1)n1cc(-c2ccncc2)c(-c2cc(O)cc(Cl)c2)n1	99	.	111	110	116	112	76	107	94
CCCCCCCCCCSCCO	103	101	105	98	94	104	102	115	107
COc1ccc(C(=O)Nn2c(NCC(=O)N3c4ccccc4Sc4ccccc43)nnc2-c2ccc(O)cc2)cc1	117	92	110	101	104	94	98	112	90
Cc1ccc(C2=C(C#N)C3(C(=O)N(C)c4ccccc43)c3c(-c4ccccc4)nn(-c4ccccc4)c3N2)cc1 (stereo unspecified)	91	84	108	88	92	95	98	107	137
CC(C)Cc1cc(CNC(=O)C2[C@H]3CN(C(=O)c4ccccc4)C[C@@H]23)nn1-c1ccccc1 (stereo partly specified)	100	49	102	94	95	96	67	93	97
CCOC(=O)/C=C1\NN(c2ccc(S(N)(=O)=O)cc2)C(=O)c2ccccc21	99	104	100	102	95	103	119	123	79
CCCCCC/C=N\NC(N)=S	77	75	98	103	104	95	49	96	103
O=C1CN(CN2CCOCC2)C(=O)CN1CN1CCOCC1	107	109	106	88	89	98	112	122	108
O=S(=O)(NCCCNc1nccc(-c2c(-c3cccc(F)c3)nc3sccn23)n1)c1ccc(O)cc1	84	85	53	64	79	88	42	48	.
CNC1C(OC2C(OC3C(O)C(O)C(N=C(N)N)C(O)C3N=C(N)N)OC(C)C2(O)CO)OC(CO)C(O)C1O (stereo unspecified)	120	91	88	106	106	107	93	98	95
NC(N)=NC(N)=NCCCc1ccco1	114	94	108	111	105	105	94	111	118
CC1(C)CC[C@]2(C(=O)O)CC[C@]3(C)C(=CC[C@@H]4[C@@]5(C)CC/C(=N\OCCC#N)C(C)(C)[C@@H]5CC[C@]43C)[C@@H]2C1	67	.	94	98	111	98	109	111	51
O=CCCN(CCC=O)c1ncnc2ccc(Cl)cc12	94	114	112	90	114	108	101	108	101
O=S(=O)(c1ccc(N/N=C\c2ccccc2)cc1)c1ccc(N/N=C/c2ccccc2)cc1	73	60	40	83	80	44	55	89	.
COc1cc(C2=NN(c3ccc(Cl)cc3)C(c3cccc(Nc4ccnc5cc(Cl)ccc45)c3)C2)cc(OC)c1OC (stereo unspecified)	82	.	94	86	79	86	61	73	77
CC(C)(C)c1cc(C=Nc2cccc(C(F)(F)F)c2)c(O)c(C(C)(C)C)c1	94	73	107	91	95	89	81	119	108
COc1ccc(-c2cc(-c3ccccc3)n3nc(N)nc3n2)cc1	111	89	108	94	106	106	102	106	.
CN(C)CCOc1cccc(OCCN(C)C)n1	100	95	106	95	91	99	103	114	100
CCN(CC)CCSc1nc2c([nH]1)c(=S)n(C)c(=O)n2C	104	98	113	89	111	95	105	101	87
COCCOc1cc2ncnc(N3CCN(c4ncc(S(=O)(=O)N5CCCCC5)cn4)CC3)c2cc1OCCOC	110	84	103	97	97	91	109	121	92
CCOC1CCCCC1O (stereo unspecified)	125	92	107	98	102	101	102	103	105
C/C(NCCc1ccccc1)=C1\CCOC1=O	89	70	105	93	82	90	88	148	81
COC(=O)C(C)[C@H]1CC[C@@H]2[C@]1(C)CC=C1[C@]23C=C[C@]2(C[C@@H](OC(C)=O)CC[C@]12C)C(C(=O)OC)C3C(=O)OC (stereo partly specified)	102	97	101	90	102	92	95	99	106
Cc1[nH]c(=O)c(C#N)cc1-c1ccncc1	102	96	109	100	89	.	95	117	113
Nc1ccc(F)c(Cl)c1	105	105	102	102	101	104	108	111	97
O=[N+]([O-])c1ccc(N/N=C\c2cccc([N+](=O)[O-])c2)cc1	115	75	107	106	90	102	93	114	98
COc1cncc(-c2ccc3ncnc(N4CCc5ccc(Cl)cc54)c3c2)c1	-18*	37	52	32	-2.2*	8.7*	31	38	33
CN(C)c1cccc2c(S(=O)(=O)Nc3cccc(-c4csc(NC(=O)CNCCS(=O)(=O)O)n4)c3)cccc12	104	86	106	95	102	99	107	111	107
CCCCCC(CCC)COC(=O)c1ccc(OC)cc1 (stereo unspecified)	115	91	111	89	101	97	101	105	109
CCOC(=O)C1=NN(c2ccc(Cl)cc2)C2C3N(c4ccc(Cl)cc4)N=C(C(=O)OCC)N3c3ccccc3N12 (stereo unspecified)	106	89	106	107	98	87	93	128	131
C#Cc1cccc(Nc2ncnc3ccc(-c4cncc(NS(C)(=O)=O)c4)cc23)c1	7.8*	3.4*	52	45	1.4*	26	21	18	-11*
CCCCCCN(CCCCCC)CC(O)c1ccc(Br)c2ccccc12 (stereo unspecified)	92	92	81	94	94	77	.	78	87
OCCCC1CCN(CCO)CC1	123	82	134	111	101	97	101	105	184

A draw from above in order of length of the SMILES, low to high.
molecule	RXF 393	NCI-H522	NCI-H460	NCI-H226	NCI-H322M	NCI-H23	HT29	COLO 205	A498
Nc1ccc(F)c(Cl)c1	105	105	102	102	101	104	108	111	97
C/C(NCCc1ccccc1)=C1\CCOC1=O	89	70	105	93	82	90	88	148	81
CCCCCC(CCC)COC(=O)c1ccc(OC)cc1 (stereo unspecified)	115	91	111	89	101	97	101	105	109
CCN(CC)CCSc1nc2c([nH]1)c(=S)n(C)c(=O)n2C	104	98	113	89	111	95	105	101	87
COc1cncc(-c2ccc3ncnc(N4CCc5ccc(Cl)cc54)c3c2)c1	-18*	37	52	32	-2.2*	8.7*	31	38	33
O=[N+]([O-])c1ccc(N/N=C\c2cccc([N+](=O)[O-])c2)cc1	115	75	107	106	90	102	93	114	98
COCCOc1cc2ncnc(N3CCN(c4ncc(S(=O)(=O)N5CCCCC5)cn4)CC3)c2cc1OCCOC	110	84	103	97	97	91	109	121	92
COC(=O)C(C)[C@H]1CC[C@@H]2[C@]1(C)CC=C1[C@]23C=C[C@]2(C[C@@H](OC(C)=O)CC[C@]12C)C(C(=O)OC)C3C(=O)OC (stereo partly specified)	102	97	101	90	102	92	95	99	106

Other records:
molecule	RXF 393	NCI-H522	NCI-H460	NCI-H226	NCI-H322M	NCI-H23	HT29	COLO 205	A498
CCOC(=O)C(C(C)=O)C(c1ccc(N(C)C)cc1)c1ccc(N(C)C)cc1 (stereo unspecified)	97	91	103	96	98	104	92	107	95
O=C(Nc1ccccc1-c1nn(C(=S)Nc2ccccc2)c(=S)n(C(=S)Nc2ccccc2)c1=O)C(F)(F)F	94	78	82	62	81	81	95	86	60
N#Cc1c(-c2cn(-c3ccccc3)nc2-c2ccc(OCc3ccccc3)cc2)[nH]c(=O)[nH]c1=O	103	81	96	57	89	97	97	89	78
CCOCCOC(=O)Nc1c(Cl)cccc1Cl	108	96	108	106	100	104	102	.	103
O=C1CC/C=C\CNC(=O)[C@]2(O)C[C@@H](O)[C@@H](O)[C@@H](C2)O1	104	91	102	106	102	91	102	117	.
O=C1Nc2ccc(Br)cc2C1=Nc1ccc(F)c(Cl)c1	165	93	105	99	91	102	90	107	126
C=CCN=c1sc(-c2ccc3ccccc3c2)cn1NC(=O)c1cc2ccc1CCc1ccc(cc1)CC2	74	76	52	75	98	56	30	44	63
C=CC(=O)NCCOc1cccc(Nc2cc(NCCCNC(=O)C3CCC3)c(Br)cn2)c1	-77*	-19*	-18*	-14*	-6.1*	-26*	-15*	-43*	-54*
